# From PubChem BioAssay
# RORg inh: qHTS for inhibitors of ROR gamma transcriptional activity. Nuclear receptor ROR-gamma (Mus musculus), P51450. Drosophila S2 Gal4-RORgamma UAS-luciferase reporter, 20 h. Potency, µM (series often up to 53.6 µM), inactives show at the top dose activity change, negative = inhibition, most hits filed as inhibitors. 310,000 compounds, 5.4% hits. AID 2551, 2010; also: potency is read from the fitted curve at half-maximal effect; % is scaled to controls: 0 for no effect and ±100 for the full control effect; nearly all actives have a fitted effect of over 60% in size
#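 Stably transfected Drosophila Schneider cells are the test system, with ROR gamma fused to Gal4 and luciferase under UAS control; luminescence is read after 20 hr of 700 uM copper sulfate induction at ambient temperature.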
# MBNL1-CUG inh: qHTS Assay for Inhibitors of MBNL1-poly(CUG) RNA binding | 280,000 compounds, 0.036% hits | Muscleblind-like protein 1 (Homo sapiens), Q9NR56 | AID 2675, 2010 | Potency, µM (titrated, usually from 57.5 µM), for inactives: top-dose activity change, negative = inhibition, most hits filed as inhibitors | TR-FRET MBNL1-His/biotin-(CUG)12 binding, 665/545 ratio; active = well fitted inhibition curve with a large enough effect in the signal ratio, with a control signal flat, not every such curve was filed as active; inconclusive = small, poorly fitted or top-dose-only effect, or effect the other way, or a change in a side signal; inactive = no such curve, though single readings can be large or run the other way; the % refers to the signal ratio; also: potency is read from the fitted curve at half-maximal effect; % is scaled to controls: 0 for no effect and ±100 for the full control effect
# Target sequence (Q9NR56 whole entry, looked up): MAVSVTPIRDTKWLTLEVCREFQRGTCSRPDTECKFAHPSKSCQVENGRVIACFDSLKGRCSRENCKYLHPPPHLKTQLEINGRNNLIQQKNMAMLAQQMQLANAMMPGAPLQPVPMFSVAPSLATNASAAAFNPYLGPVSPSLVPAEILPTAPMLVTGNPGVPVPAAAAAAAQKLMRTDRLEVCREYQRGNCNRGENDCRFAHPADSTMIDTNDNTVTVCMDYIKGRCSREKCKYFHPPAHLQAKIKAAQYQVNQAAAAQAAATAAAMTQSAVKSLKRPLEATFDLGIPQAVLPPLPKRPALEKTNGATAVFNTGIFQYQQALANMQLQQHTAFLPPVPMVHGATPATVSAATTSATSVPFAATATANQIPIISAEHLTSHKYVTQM
#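 Compound titration spanned 92 nM–58 uM against the MBNL1-His/biotin-(CUG)12 complex. After 60 min at room temperature with 5 nM streptavidin-XL665 and 0.055 ng/ul terbium anti-His, ratiometric 665/545 nm emission (Ex 340 nm) normalized to controls.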
# ELG1 DNA repair: qHTS screen for small molecules that inhibit ELG1-dependent DNA repair in human embryonic kidney (HEK293T) cells expressing luciferase-tagged ELG1; Potency, µM (doses to about 46.1 µM), inactives show top-dose activity change, negative = inhibition, most hits filed as inhibitors; HEK293T ELG1-luciferase reporter, luminescence, 16 h; DNA damage induced by 5-fluorouridine; 330,000 compounds, 2.3% hits; AID 504467, 2011; also: potency is read from the fitted curve at half-maximal effect; % is scaled to controls: 0 for no effect and ±100 for the full control effect; nearly all actives have a fitted effect of over 55% in size
#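 Luminescence from the luciferase reporter, measured 30 min after ONE-Glo reagent at room temperature, was the read-out. Beforehand, 2,000 cells per well were exposed for 16 hr at 37 °C to 5-fluorouridine together with compound or vehicle.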
# Rab9 promoter act: qHTS Assay for Rab9 Promoter Activators | Huh7 Rab9 promoter-luciferase reporter, luminescence, 24 h | Potency, µM (doses to about 9.22 µM), for inactives: at the highest dose activation, negative = inhibition, hits mostly activators | 320,000 compounds, 2.8% hits | AID 485297, 2010; also: potency is read from the fitted curve at half-maximal effect; % of control where 0% means no effect; nearly all actives have a fitted effect of over 60% in size
#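 Huh7 cells stably carrying a Rab9 promoter-luciferase reporter, 1500 cells per well in OP-MEM I with 10% FBS, treated with compound 24 hours at 37C. Luciferase activity read by luminescence after 10 minutes with Amplite reagent.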
# NPC1 promoter act: qHTS Assay for NPC1 Promoter Activators | Potency, µM (top dose mostly 9.22 µM), without a hit: at the top dose activation, most hits filed as activators | 320,000 compounds, 2.4% hits | Huh7 NPC1 promoter luciferase reporter, 24 h;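 also: potency is read from the fitted curve at half-maximal effect; % of control where 0% means no effect; nearly all actives have a fitted effect of over 60% in size; reporter is driven by a mutant NPC1 promoter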
#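 Compounds in DMSO were transferred onto Huh7 NPC1-luciferase reporter cells pre-incubated 2 h; after 24 h at 37 °C, Amplite reagent was dispensed and luminescence recorded 10 min later.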
# PKM2 act: qHTS Assay for Activators of Human Muscle isoform 2 Pyruvate Kinase. Pyruvate kinase PKM (Homo sapiens), P14618. purified PKM2, Kinase-Glo ATP luminescence, activation; response scale: 0% is enzyme alone, no compound. Potency, µM (titrated, usually from 57.5 µM), for the others: at the highest dose activation, usual class: activators. 260,000 compounds, 0.34% hits; also: potency is read from the fitted curve at half-maximal effect; % is scaled to controls: 0 for no effect and ±100 for the full control effect; nearly all actives have a fitted effect of over 55% in size
#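 hPK-M2, >95% pure; 0.1 mM ADP / 0.5 mM PEP final; imidazole pH7.2 buffer w/ 7 mM MgCl2, 50 mM KCl; 1 h RT; Kinase-Glo lum. Intermediate enzyme activity for dual inhibitor/activator qHTS.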
# Menin-MLL TR inh: qHTS Assay for Inhibitors Targeting the Menin-MLL Interaction in MLL Related Leukemias: Competition With Texas Red Labeled MLL-derived Mutant Peptide; O00255; Menin + Texas Red MLL mutant peptide, fluorescence polarization; Potency, µM (top dose mostly 61.6 µM), for inactives: at the top dose FP activity change, negative = inhibition, hits mostly inhibitors; 270,000 compounds, 0.23% hits; active = well fitted inhibition curve with a large enough effect in the polarisation, with a control signal flat, not every such curve was filed as active; inconclusive = small, poorly fitted or top-dose-only effect, or effect the other way, or a change in a side signal; inactive = no such curve, though single readings can be large or run the other way; the % refers to the polarisation; also: potency is read from the fitted curve at half-maximal effect; % of control where 0% means no effect; many of its hits are not listed in these tables
# VP16 counter: VP16 counterscreen qHTS for inhibitors of ROR gamma transcriptional activity. Drosophila S2 Gal4-VP16 UAS-luciferase, luminescence, 20 h. Potency, µM (highest dose often 53.6 µM), for inactives: at the highest dose activity, negative = inhibition, actives largely listed as inhibitors. 310,000 compounds, 3.5% hits. AID 2546, 2010;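 also: Gal4-VP16 expression switched on by copper sulfate through the metallothionein promoter; potency is read from the fitted curve at half-maximal effect; % is scaled to controls: 0 for no effect and ±100 for the full control effect; nearly all actives have a fitted effect of over 50% in size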
# KCNH2 3.1 inh: qHTS for Inhibitors of KCHN2 3.1: Mutant qHTS; Potassium voltage-gated channel subfamily H member 2, brain isoform KCNH2 3.1 (human); U2OS KCNH2 3.1, thallium flux FluxOr; active compounds read low; activity change, % (tested at about 1.8 µM); 340,000 compounds, 0.95% hits; AID 720553, 2013;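 active = maximum activity change below -70%; inconclusive = maximum activity change from -70% to -50%; inactive = maximum activity change above -50%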;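 also: thallium influx rate constant from kinetic fluorescence after stimulation buffer; % is scaled to controls: 0 for no effect and ±100 for the full control effect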
#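 Kinetic fluorescence (2 min after stimulation buffer) measures Tl+ influx through KCNH2 3.1 expressed by viral transduction in U2OS cells; the rate constant is normalized against DMSO controls serving as positive and negative references.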
# Mito fusion yeast: qHTS Assay for Small Molecule Inhibitors of Mitochondrial Division or Activators of Mitochondrial Fusion | S. cerevisiae fusion-defective mutant growth rescue, CellTiterGlo 48 h | Potency, µM (highest dose often 46.1 µM), inactives show at the highest dose growth rescue (activation), most hits filed as activators | 320,000 compounds, 0.23% hits | AID 485298, 2010;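 also: potency is read from the fitted curve at half-maximal effect; % of control where 0% means no effect; nearly all actives have a fitted effect of over 45% in size; temperature-sensitive fusion mutants such as fzo1-1 at 37 °C on non-fermentable ethanol glycerol medium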
#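 Luminescent cell viability in 1536-well qHTS format served as the measure of rescued growth in ts fusion-mutant S. cerevisiae cultured on non-fermentable YPEG for 48 hours at 37C.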
# FLuc counter: qHTS profiling assay for firefly luciferase inhibitor/activator using purifed enzyme and Km concentrations of substrates (counterscreen for miR-21 project); Luciferin 4-monooxygenase (Photinus pyralis), P08659; purified FLuc, Km substrates, luminescence inhibition; Potency, µM (doses to about 57.5 µM), inactives show at the highest dose activity change, negative = inhibition, actives largely listed as inhibitors; 360,000 compounds, 6.9% hits;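 also: potency is read from the fitted curve at half-maximal effect; plate controls were vehicle for no effect and reference inhibitor for full effect; nearly all actives have a fitted effect of over 55% in size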
# Target sequence (P08659 whole entry, looked up): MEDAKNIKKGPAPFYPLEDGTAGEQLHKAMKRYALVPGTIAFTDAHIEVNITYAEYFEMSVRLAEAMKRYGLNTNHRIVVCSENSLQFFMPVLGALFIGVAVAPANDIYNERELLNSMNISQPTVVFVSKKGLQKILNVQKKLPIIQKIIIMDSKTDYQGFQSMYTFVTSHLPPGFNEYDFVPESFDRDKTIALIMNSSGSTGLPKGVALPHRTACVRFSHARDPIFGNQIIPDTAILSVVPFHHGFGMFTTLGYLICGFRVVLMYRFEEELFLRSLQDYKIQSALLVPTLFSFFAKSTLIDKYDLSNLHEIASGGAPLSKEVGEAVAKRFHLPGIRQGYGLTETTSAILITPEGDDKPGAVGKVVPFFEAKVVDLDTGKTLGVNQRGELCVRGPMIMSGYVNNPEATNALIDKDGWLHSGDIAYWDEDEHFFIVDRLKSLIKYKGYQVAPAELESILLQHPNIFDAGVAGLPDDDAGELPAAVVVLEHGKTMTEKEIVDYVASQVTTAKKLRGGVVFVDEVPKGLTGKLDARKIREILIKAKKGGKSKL
#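 Biochemical qHTS of compounds, final roughly 60 µM downward over six points, against 10 nM purified firefly luciferase using Km concentrations of substrates (10 uM D-luciferin, 10 uM ATP) in Tris acetate pH 7.5 buffer; luminescence output.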
# Numbers without * were called inactive; ? = inconclusive; · = no result given; [ ] = dose if it differs, or a comment. Unless noted, calls follow the shape of the dose curve; as a rule, active = well fitted curve in the direction sought with a large enough effect; inconclusive = small, poorly fitted or top-dose-only effect, or another doubt; inactive = no such curve, though single readings can be large; an effect the other way counts as inactive or inconclusive. Some of the compounds tested (hit frequency here may not be typical).
# Every second line gives: RORg inh, MBNL1-CUG inh, ELG1 DNA repair, Rab9 promoter act, NPC1 promoter act, PKM2 act, Menin-MLL TR inh, VP16 counter, KCNH2 3.1 inh, Mito fusion yeast, FLuc counter
O=c1nc(Nc2ccc([N+](=O)[O-])cc2)[nH]c(=O)[nH]1
 : 20%, -2%, 12%, 5%, -4%, ·, 18%, -2%, 6, -3%, -2%
Cc1ccc(SCCNC(=O)C(CO)(CO)CO)cc1
 : -7%, -2%, 2%, -1%, -18%, 4%, 4%, -23%, -6, 3%, 0%
CC(=O)c1ccc(OCCCC(=O)NC2CCC(C)CC2)cc1 (centres undefined)
 : -18%, 5%, -3%, 0%, -1%, -1%, -1%, 26%, -13, 0%, 3%
CCN(CC)S(=O)(=O)c1ccc(N2CCOCC2)c(NC(=O)CC23CC4CC(CC(Br)(C4)C2)C3)c1
 : 5%, ·, 9.2µM*, 1%, -7%, -3%, ?, 4%, -9, -1%, 1%
CN1c2ccccc2C(O)=C(C(=O)Nc2ccccc2)S1(=O)=O
 : -15%, -10%, 6%, 3%, -6%, 7%, ·, -5%, 5, 4%, ?
Cc1cc(N2CCCCCC2)n2nc(C)c(-c3ccccc3)c2n1
 : ?, 0%, ?, -3%, 1%, ·, ?, -14%, -1, -20%, ?
Cc1ccc(NC(=O)CN2C(=O)COc3ccc(S(=O)(=O)N4CCCC4)cc32)c(C)c1
 : 8%, -5%, 7%, -4%, -7%, ·, 6%, 5%, 9, 0%, 1%
O=C(COC(=O)c1ccc(O)cc1)NCc1ccc2c(c1)OCO2
 : -1%, -2%, 2%, -4%, -3%, 1%, -1%, -9%, -10, -3%, -12%
CCOC(=O)c1sc(NC(=O)CN2C(=O)NC3(CC(C)CC(C)(C)C3)C2=O)c(C(=O)OCC)c1C (centres undefined)
 : ?, -2%, -28%, -3%, -4%, -5%, -1%, -2%, -13, -4%, -2%
CNC(=O)/C(C#N)=c1\s/c(=C/C(=O)OC)c(=O)n1-c1ccccc1
 : ?, ?, 12%, -3%, -4%, 5%, 0%, -9%, 3, -3%, 0%
O=C(O)CCCn1cc(NC(=O)COc2ccc(F)cc2F)cn1
 : 0%, -1%, 13%, 1%, 2%, -3%, 4%, -11%, -7, -1%, -2%
Cc1cc(C)c(OCCOCCN2CCNCC2)c(C)c1
 : -17%, 12%, -5%, 3%, -1%, 0%, ?, 7%, 3, -2%, 4%
CCn1c(SCC(=O)NC2CCCC2)nnc1C(C)C
 : -2%, -1%, 4%, -3%, 1%, 0%, -1%, 1%, -6, 1%, 1%
CCc1ccc(NC(=O)c2nc(S(=O)(=O)Cc3ccccc3)ncc2Cl)cc1
 : 0.28µM*, 10%, ?, -17%, -28%, -1%[0.46 µM], 58%[activator], 3.2µM*, ·, -55%[inhibitor], ?
COc1nc(NCCN2CCOCC2)nc(Nc2ccc([N+](=O)[O-])cc2)n1
 : 30%, ?, ?, 0%, -2%, -4%, -7%, 5%, 0, 0%, -1%
COc1cccc(CNC(=O)N2CCN(S(=O)(=O)c3ccc(Cl)cc3)CC2)c1
 : -12%, -1%, -13%, 0%, -2%, 14µM*, -11%, -13%, -3, 4%, 1%
Cc1ccc2c(CN(C)Cc3ccc(Cl)cc3Cl)cc(=O)oc2c1
 : 1%, 10%, -8%, -4%, 0%, ·, ·, 4%, 2, -5%, 2%
CC(=O)Nc1cn(-c2ccccc2)nc1-c1ccccc1
 : 21%, 3%, 23%, -4%, 2%, -3%, 4%, 2%, -6, -2%, -10%
Cc1cc(CNC(=O)C2CCC(=O)N(CCc3ccc(Cl)cc3)C2)no1 (centres undefined)
 : 1%, -2%, 3%, -3%, -5%, 1%, 5%, -7%, 7, -1%, 1%
O=C(CCc1nnc2ccc(NCc3ccccc3)nn12)NC1CCCCC1
 : 4%, -4%, 15%, -2%, -1%, ·, ·, -2%, 11, -1%, 2%

# Further entries
# Every second line gives: RORg inh, MBNL1-CUG inh, ELG1 DNA repair, Rab9 promoter act, NPC1 promoter act, PKM2 act, Menin-MLL TR inh, VP16 counter, KCNH2 3.1 inh, Mito fusion yeast, FLuc counter
Cc1nc(SCC(=O)N2CCc3ccccc32)n[nH]1
 : 2%, -2%, ?, 21%, 14%, 1%, 4%, -11%, 7, -2%, ?
CCN(CC(=O)Nc1ccc(NC(C)=O)cc1)C(=O)c1cccc2ccccc12
 : ·, ·, -7%, 1%, -1%, ·, ·, ·, 6, -5%, ?
CCCCC(=O)N1CCN(c2nc3ccc(OCC)cc3s2)CC1
 : 3%, -5%, 1%, 4%, 0%, ·, ·, -9%, -5, 0%, 13µM*
CSC1=N/C(=C\c2ccccc2F)C(=O)S1
 : 16%, -2%, -12%, 6%, -1%, -1%, 3%, 4%, 11, -1%, -4%
Cc1cc2nnc(SCC(=O)NC3CCCCC3)n2c(N)n1
 : -19%, 2%, 0%, -2%, -5%, 5%, 11%, 7%, -8, 1%, 2%
CC(=O)N1c2ccc(S(=O)(=O)NCC3CCC(C(=O)N4CC(C)CC(C)C4)CC3)cc2CC1C (centres undefined)
 : 2%, 0%, -13%, -4%, -8%, ·, -22%, 8%, 5, -5%, -1%
Cc1ccc(NC(=O)C(C)N=C2NS(=O)(=O)c3ccccc32)cc1 (centres undefined)
 : ?, -9%, ?, 0%, -1%, 2%, 1%, -1%, 20, 4%, 0%
O=C(Cc1ccccc1F)Nc1ccc2c(c1)CCC2
 : ?, -1%, ?, 3.2µM*, 2µM*, -11%, -4%, ?, 5, 3%, 7.6µM*
CC(C)(C)NS(=O)(=O)c1ccc(OCC(=O)NCCC2=CCCCC2)cc1
 : -5%, -4%, -16%, -3%, -2%, 4%, -1%, 3%, ·, -4%, 5%
O=C(O)CCc1ccc(-c2cccs2)n1CCc1ccccc1
 : ?, 15%, 2%, 0%, -2%, ?, ?, ?, 49, 2%, -18%
COc1ccc(-c2nnc3ccc(SCC(=O)Nc4cc(C)on4)nn23)cc1
 : -1%, ?, ?, -8%, 0%, 3%, 1%, -1%, ·, -3%, -1%
COc1ccc(C(=O)Nc2ccnn2C2CCN(C3CCC3)CC2)cc1
 : -5%, -2%, 15%, 6%, 1%, ·, ·, -10%, -7, 0%, -2%
Cc1cc(C)nc(N/N=C/c2ccccc2OCc2ccccc2)n1
 : 8.9µM*, 4%, ?, 1%, -1%, -1%, 4%, ?, 2, -10%, ?
Cn1cc(CNCc2cnc3ccccn23)c(-c2ccc(Oc3ccccc3)cc2)n1
 : 20%, -5%, -16%, 7%, -6%, 0%, -2%, 0%, -207*, -1%, -11%
O=C(NC(Nc1nc2ccc([N+](=O)[O-])cc2s1)(C(F)(F)F)C(F)(F)F)c1ccccc1Cl
 : 6.3µM*, 12%, ?, -44%[inhibitor], -33%[inhibitor], 0%, ?, 0.89µM*, 5, -17%, 3%
CCN1CCN(CCNC(=O)c2ccc(CS(=O)(=O)c3ccccc3C)o2)CC1
 : 1%, -10%, 19%, -4%, 10%, -17%, -15%, 1%, 17, 8%, 0%
O=C(NCc1ccc(F)cc1)C1CCN(S(=O)(=O)N2CCC3(CC2)OCCO3)CC1
 : 9%, -8%, -25%, 3%, -5%, -11%, 7%, -5%, -7, 2%, -1%
